# Menin MLL FP TR: displaces Texas Red mutant MLL peptide from human menin; O00255; Menin + Texas Red MLL mutant peptide, fluorescence polarization; Potency, µM (top dose mostly 61.6 µM), without a hit: top-dose FP activity change, negative = inhibition, hits mostly inhibitors; 0.23% of 270,000 active; AID 1768; active = well fitted inhibition curve with a large enough effect in the polarisation, with a control signal flat, not every such curve was filed as active; inconclusive = small, poorly fitted or top-dose-only effect, or effect the other way, or a change in a side signal; inactive = no such curve, though single readings can be large or run the other way; the % refers to the polarisation; note: potency is the fitted concentration of half-maximal effect; % of control where 0% means no effect; many of its hits are not listed in these tables
# TSHR antag: human thyrotropin receptor antagonism | 0.2% of 330,000 active | P16473 | AID 504810 | TSHR-expressing cells, TSH-stimulated cAMP HTRF, 2 h; stronger effect = lower value | activity change, negative = inhibition, % at 11.5 µM;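 active = activity change below a set negative limit, meaning inhibition stronger than a set level, cut at about -70% in these data; inconclusive = activity change between two set negative limits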; note: % is set by controls: 0 for no effect and ±100 for the full control effect
#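 Inhibition of cAMP made by TSHR-expressing cells under TSH stimulation (4nM final, EC80; 2 h, 37 deg C) is quantified with a one-step lysis HTRF kit, anti-cAMP cryptate versus cAMP-d2.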
# S-ASM inh: human S-ASM enzyme inhibition; placental ASM, HMU-PC fluorogenic substrate, 60 min; Potency, µM (series often up to 57.5 µM), without a hit: top-dose activity change, negative = inhibition, hits mostly inhibitors; 0.006% of 340,000 active; P17405; note: potency is the fitted concentration of half-maximal effect
# Target sequence (P17405 47-631 limits assumed): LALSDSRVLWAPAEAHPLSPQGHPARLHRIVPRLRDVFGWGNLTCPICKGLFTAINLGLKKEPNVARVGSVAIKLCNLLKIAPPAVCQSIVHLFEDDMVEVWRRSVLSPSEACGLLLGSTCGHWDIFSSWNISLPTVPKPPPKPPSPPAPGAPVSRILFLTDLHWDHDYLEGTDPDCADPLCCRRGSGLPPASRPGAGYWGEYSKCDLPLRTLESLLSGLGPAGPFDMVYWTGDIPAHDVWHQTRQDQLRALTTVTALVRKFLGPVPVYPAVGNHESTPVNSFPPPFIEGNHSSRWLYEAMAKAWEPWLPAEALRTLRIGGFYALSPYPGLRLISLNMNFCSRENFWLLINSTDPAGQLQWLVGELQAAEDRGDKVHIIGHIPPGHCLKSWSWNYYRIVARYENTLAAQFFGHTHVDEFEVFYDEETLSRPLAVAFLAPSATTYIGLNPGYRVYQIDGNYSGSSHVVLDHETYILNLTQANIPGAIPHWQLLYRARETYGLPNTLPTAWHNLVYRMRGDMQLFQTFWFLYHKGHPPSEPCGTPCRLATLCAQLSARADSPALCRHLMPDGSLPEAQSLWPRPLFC
#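 Human placenta-derived ASM enzyme was preincubated with compound for 10 minutes at room temperature, then given fluorogenic substrate HMU-PC0 (9 uM final) for 60 minutes at 37 °C; a pH 10 stop preceded fluorescence reading at Ex 386/Em 447 nm.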
# PKM2 act: increases activity of human pyruvate kinase M2; Potency, µM (series often up to 57.5 µM), for inactives: top-dose activation, most hits filed as activators; purified PKM2, Kinase-Glo ATP luminescence, activation; response scale: 0% is enzyme alone, no compound; P14618; 0.34% of 260,000 active; note: potency is the fitted concentration of half-maximal effect; % is set by controls: 0 for no effect and ±100 for the full control effect; nearly all actives have a fitted effect of over 55% in size
#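 Purified hPK-M2 (>95%) run at intermediate activity with 0.1 mM ADP and 0.5 mM PEP in 50 mM imidazole pH 7.2, KCl, MgCl2; 1 h room temperature. ATP formed read by Kinase-Glo luminescence; normalized to uninhibited and no-enzyme controls.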
# GALK inhibitor: inhibitors of human galactokinase. P51570. Purified GALK, Kinase-Glo residual ATP luminescence. Potency, µM (doses to about 57.5 µM), for inactives: top-dose activity change, negative = inhibition, actives largely listed as inhibitors. 0.007% of 270,000 active. AID 1868; note: potency is the fitted concentration of half-maximal effect; % is set by controls: 0 for no effect and ±100 for the full control effect
# Target sequence (P51570 whole entry, looked up): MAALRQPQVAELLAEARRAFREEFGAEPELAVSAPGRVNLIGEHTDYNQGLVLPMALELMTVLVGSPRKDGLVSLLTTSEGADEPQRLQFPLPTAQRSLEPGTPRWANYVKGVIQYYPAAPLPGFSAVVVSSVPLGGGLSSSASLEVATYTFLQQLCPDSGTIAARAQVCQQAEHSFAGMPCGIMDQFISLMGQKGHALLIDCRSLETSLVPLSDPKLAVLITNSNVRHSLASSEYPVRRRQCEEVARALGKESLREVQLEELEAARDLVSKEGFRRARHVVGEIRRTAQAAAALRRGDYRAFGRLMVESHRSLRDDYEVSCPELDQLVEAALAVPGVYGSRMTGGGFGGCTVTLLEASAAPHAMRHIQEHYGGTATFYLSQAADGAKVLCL
#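 Compounds were pin-transferred into ATP buffer (35 uM final), then GALK plus galactose (5 nM, 100 uM final) was added. After 1 h at room temperature, Kinase-Glo Plus was added and luminescence read after 10 min.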
# USP2a block: inhibitors of human ubiquitin-specific protease USP2a; Potency, µM (top dose mostly 38.3 µM), inactives show top-dose activity change, negative = inhibition, actives largely listed as inhibitors; USP2 core, Ub-CHOP2 coupled fluorogenic reporter, 485/531; O75604; 0.01% of 330,000 active;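 note: potency is the fitted concentration of half-maximal effect; plate controls were DMSO wells for no effect and full inhibition by NEM control for full effect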
#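 Cell-free coupled assay: 10nM USP2 core preincubated 30min RT with compound in Tris-HCl pH 8.0/CaCl2/CHAPS buffer, then 25nM Ub-CHOP2 and 25nM reporter substrate; fluorescence (Ex 485/Em 531) read after 60min RT, normalized to NEM inhibition, concentration-response curves fitted.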
# Mito fusion yeast: blocks mitochondrial division or promotes mitochondrial fusion | S. cerevisiae fusion-defective mutant growth rescue, CellTiterGlo 48 h | Potency, µM (series often up to 46.1 µM), for the others: at the highest dose growth rescue (activation), usual class: activators | 0.23% of 320,000 active | AID 485298;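 note: potency is the fitted concentration of half-maximal effect; % of control where 0% means no effect; nearly all actives have a fitted effect of over 45% in size; temperature-sensitive fusion mutants such as fzo1-1 at 37 °C on non-fermentable ethanol glycerol medium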
#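 Read-out: ATP-based luminescence (CellTiterGlo, 10 min ambient) reporting growth of fusion-defective ts yeast after 48 hours at 37C on glycerol/ethanol YPEG medium in the presence of compound.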
# MBNL1 CUG block: inhibitors of human MBNL1 binding to CUG repeat RNA. Q9NR56. TR-FRET MBNL1-His/biotin-(CUG)12 binding, 665/545 ratio. Potency, µM (series often up to 57.5 µM), for inactives: top-dose activity change, negative = inhibition, most hits filed as inhibitors. 0.036% of 280,000 active. AID 2675; active = well fitted inhibition curve with a large enough effect in the signal ratio, with a control signal flat, not every such curve was filed as active; inconclusive = small, poorly fitted or top-dose-only effect, or effect the other way, or a change in a side signal; inactive = no such curve, though single readings can be large or run the other way; the % refers to the signal ratio; note: potency is the fitted concentration of half-maximal effect; % is set by controls: 0 for no effect and ±100 for the full control effect
#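 TR-FRET readout: Ex 340 nm, 665/545 nm emission ratio, normalized to buffer-only (basal) and MBNL1-(CUG)12 controls. Complex of MBNL1-His with Biotin-(CUG)12, compounds 92 nM–58 uM, incubated 60 min at room temperature.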
# Eya2 phos inh: inhibitors of human Eya2 phosphatase activity; 0.006% of 330,000 active; AID 488837; Potency, µM (titrated, usually from 76.9 µM), without a hit: at the highest dose activity, negative = inhibition, usual class: inhibitors; recombinant Eya2, OMFP fluorescence dephosphorylation (OMFP is methylfluorescein phosphate); note: potency is the fitted concentration of half-maximal effect; % is set by controls: 0 for no effect and ±100 for the full control effect
#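 Eya2 protein (added as 0.2 uM solution) was preincubated with compound for 10 min at ambient temperature in 50 mM HEPES pH 7.5, 50 mM NaCl, 5 uM MgCl2, 0.05% BSA, 1 mM DTT. OMFP (added at 50 uM) then reacted 10 min; fluorescence read at 485/525 nm.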
# Chronic BCR inh: inhibitors of chronic active B-cell receptor signaling; ABC-DLBCL IkBa-CBG/CBR reporter, luminescence ratio, 4 h; Potency, µM (highest dose often 46.1 µM), inactives show at the top dose ratio change, negative = lower green/red ratio, actives largely listed as inhibitors; 0.05% of 340,000 active; AID 493014; active = well fitted inhibition curve with a large enough effect in the signal ratio, with a control signal flat, not every such curve was filed as active; inconclusive = small, poorly fitted or top-dose-only effect, or effect the other way, or a change in a side signal; the % refers to the signal ratio;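 note: potency is the fitted concentration of half-maximal effect; plate controls were basal doxycycline-induced cells for no effect and cells given 10 µM MG132 for full effect; MG132 reads +100%, hits lower the ratio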
#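 Doxycycline induced both beetle luciferases in TMD8 lymphoma cells; IKK-driven degradation limits the IkappaBalpha-fused green signal, while red luminescence normalises for cell number and nonspecific effects. Compounds tested up to 46 uM, 4 hrs.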
# hERG WT inh: inhibitors of human wildtype KCNH2 potassium channel; U2OS, BacMam KCNH2, thallium flux FluxOr; stronger effect = lower value; activity change, % at 1.84 µM; 0.37% of 340,000 active; AID 720551;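 active = maximum activity change below -70%; inconclusive = maximum activity change between -70% and -50%; inactive = maximum activity change above -50%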; note: % is set by controls: 0 for no effect and ±100 for the full control effect
#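 U2OS cells transduced with wild-type KCNH2 virus are loaded with FluxOr dye for 45 min, and thallium flux is measured in kinetic reads before and after stimulation buffer. Rate constants are normalized to DMSO controls.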
# Active calls of the source: *; i = inactive; ? = inconclusive; . = no result given; [ ] = another dose, or the depositor's remark. Unless noted, calls come from the whole dose curve; as a rule, active = well fitted curve in the direction sought with a large enough effect; inconclusive = small, poorly fitted or top-dose-only effect, or another doubt; inactive = no such curve, though single readings can be large; an effect the other way counts as inactive or inconclusive. A portion of the library; rates above refer to the full screens.
SMILES,Menin MLL FP TR,TSHR antag,S-ASM inh,PKM2 act,GALK inhibitor,USP2a block,Mito fusion yeast,MBNL1 CUG block,Eya2 phos inh,Chronic BCR inh,hERG WT inh
CCCn1nnc(NC(=O)Cc2ccc(Cl)cc2)n1,0%,-9,-1%,-6%,0%,-1%,-2%,-9%,9%,0%,-10
COc1ccccc1/C=C/C=N/NC(=O)c1ccc2nc[nH]c2c1,-18%,-13,.,1%,0%,3%,3%,?,6%,?,.
COc1ccc(-n2nnnc2SCC(=O)Nc2ccccc2F)cc1,10%,7,6%,3%,-2%,-1%,0%,1%,10%,-19%,-11
CCOC(=O)N/N=C\C=C\c1ccco1,-5%,-8,-4%,4%,1%,4%,0%,.,1%,?,i
COc1ccc(N(Cc2cc(=O)[nH]c3ccccc23)C(=O)c2ccco2)cc1,1%,22,6%,6%,3%,1%,-4%,-10%,29%,?,13
COc1ccc(Cl)cc1NC(=O)COC(=O)c1cc(C)oc1C,.,.,-2%,.,.,5%,.,.,-22%,3%,1
Cc1ccc(-c2cnc3c(Cl)c(C)nn3c2)cc1,-30%,-17,-4%,-7%,0%,2%,-2%,21%,-6%,6%,-5
O=C(CSc1cccc[n+]1[O-])Nc1cc([N+](=O)[O-])ccc1Cl,25%,54,1%,.,9%,-1%,-2%,?,-13%,6%,-7
O=C(NCc1ccccc1Cl)C1CCC(CNc2c(N3CCOCC3)c(=O)c2=O)CC1 (stereo not drawn),.,1,3%,-5%,.,0%,0%,-5%,-11%,?,0
CCOc1ccc2cc(C3CC(c4ccco4)=NN3S(C)(=O)=O)c(Cl)nc2c1 (stereo not drawn),.,-1,2%,3%,-1%,1%,1%,.,-1%,6%,9
CCc1c(C)sc(NC(=S)N2CC(C)OC(C)C2)c1C(=O)OC (stereo not drawn),-16%,-37,-10%,4%,-2%,0%,12%,12%,-16%,-1%,-7
COc1cc2c(cc1OC)C(c1ccco1)CC(=O)N2 (stereo not drawn),10%,2,-1%,-2%,0%,0%,1%,?,1%,17%,54
Cc1occc1C(=O)NCc1ccc2c(c1)OCO2,-3%,7,1%,-7%,-3%,3%,3%,4%,14%,-5%,3
Cn1c(=O)c2c(SCC(=O)Nc3ccccc3F)nc(-c3ccccc3F)nc2n(C)c1=O,.,131,-6%,-2%,5%,1%,2%,4%,3%,-1%,-5
CN(C)S(=O)(=O)c1ccc(N2CCCC2)c(C(=O)NC2(C)CCS(=O)(=O)C2)c1 (stereo not drawn),.,-6,0%,.,.,0%,2%,.,35%,-3%,-6
Cc1ccc(CCNC(=O)C2CCCN(C(=O)c3cc4sccc4n3C)C2)cc1 (stereo not drawn),-4%,-2,2%,4%,-3%,-1%,-2%,0%,4%,5%,2
CCNC(=O)CC1C(=O)N(c2ccc(C)cc2)C(=O)N1Cc1ccccn1 (stereo not drawn),-1%,3,7%,-1%,0%,2%,-8%,1%,-2%,5%,7
CCc1n[nH]c(=S)n1/N=C/C(C)=C\c1ccccc1,5%,3,2%,-5%,4%,1%,-10%,3%,-15%,?,5
Cc1ccc(S(=O)(=O)NCC(=O)N(CC(=O)NCc2ccco2)Cc2cccs2)cc1,-6%,-12,3%,-1%,-3%,-2%,-3%,15%,12%,-1%,-27
CCCS(=O)(=O)N1CCC(C(=O)NCc2ccc(F)cc2)CC1,-5%,18,-1%,-2%,.,1%,-3%,16%,7%,0%,6

# Arranged by molecular weight (ascending): part of the list above.
SMILES,Menin MLL FP TR,TSHR antag,S-ASM inh,PKM2 act,GALK inhibitor,USP2a block,Mito fusion yeast,MBNL1 CUG block,Eya2 phos inh,Chronic BCR inh,hERG WT inh
Cc1ccc(-c2cnc3c(Cl)c(C)nn3c2)cc1,-30%,-17,-4%,-7%,0%,2%,-2%,21%,-6%,6%,-5
COc1ccc(N(Cc2cc(=O)[nH]c3ccccc23)C(=O)c2ccco2)cc1,1%,22,6%,6%,3%,1%,-4%,-10%,29%,?,13
O=C(NCc1ccccc1Cl)C1CCC(CNc2c(N3CCOCC3)c(=O)c2=O)CC1 (stereo not drawn),.,1,3%,-5%,.,0%,0%,-5%,-11%,?,0

# Other entries.
SMILES,Menin MLL FP TR,TSHR antag,S-ASM inh,PKM2 act,GALK inhibitor,USP2a block,Mito fusion yeast,MBNL1 CUG block,Eya2 phos inh,Chronic BCR inh,hERG WT inh
COc1ccc(NC(=S)Nc2cc(-c3ccccc3)[nH]n2)cc1Cl,?,-8,-28%,2%,1%,-5%,17%,-14%,7%,?,0
COc1cc(OC)cc(C(=O)NCC(=O)OCC(=O)NC(C)CCc2ccccc2)c1 (stereo not drawn),.,-3,-1%,.,.,1%,.,.,-9%,0%,2
O=C(O)c1cc(NC(=O)C2CCCO2)cc(C(=O)O)c1 (stereo not drawn),-3%,12,-4%,0%,3%,4%,-2%,1%,?,1%,-3
Nn1c(COc2ccccc2)nc2ccccc2c1=O,-1%,1,-1%,-17%,1%,-3%,-2%,-9%,-3%,?,-6
Cc1cc(Cl)ccc1OCC(=O)Nc1cccc(S(=O)(=O)NC2=NCCCCC2)c1,.,-5,-3%,.,.,1%,7%,.,-23%,-19%,-13
CCN(CC(=O)NCc1ccc(F)cc1)Cc1cc(=O)n2ccsc2n1,7%,4,3%,5%,2%,8%,23%,-4%,24%,24%,-4
Cc1ccc(CNC(=O)c2ccc(OCC(C)C)cc2)n1C,-12%,-15,3%,.,-4%,1%,-2%,15%,6%,0%,-9
COc1cc(/C=N/NC(=O)c2[nH]nc3c2CCc2ccccc2-3)ccc1O,-1%,13,-17%,-23%,4%,-9%,1%,-6%,-2%,21µM*,0
Cc1ccc2c(c1)N(CCCC(=O)Nc1cccc(C(F)(F)F)c1)C(=O)CO2,.,-10,-8%,.,8%,2%,1%,0%,-7%,0%,-8
CC1=NN(S(=O)(=O)c2ccc(C)cc2)C(=O)c2ccccc2O1,.,4,-1%,0%,6%,6%,2%,6%,-6%,?,-8
CCOc1ccc(NC(=O)Nc2ccccc2C(N)=O)cc1,48%[activator],9,5%,-62%,12%,-6%,4%,-2%,-7%,?,-1
CCOc1ncccc1C(=O)OCC(=O)c1c[nH]c2ccccc12,.,-10,-1%,.,.,1%,6%,.,-13%,-9%,-11
COC(=O)C1=C(N)Oc2cc(C)n(Cc3cccnc3)c(=O)c2C1c1ccccc1OC (stereo not drawn),6%,16,4%,2%,-1%,3%,0%,-8%,4%,-2%,6
C[C@@H](O)Cc1cn(CC(=O)NCCCCCCCCCCC(=O)N2CCNCC2)nn1,.,-2,8%,.,.,-1%,-1%,.,-9%,0%,15
Cc1ccc(C2(C)NC(=O)N(CC(=O)NC(C)c3ccccc3)C2=O)cc1 (stereo not drawn),1%,5,3%,2%,-2%,2%,5%,2%,0%,?,-10
COc1cccc(-c2nc(N3CCN(C)CC3)c3ccccc3n2)c1O,.,-3,-7%,1%,-2%,-1%,4%,-13%,-20%,?,-1
CC(=O)c1c(OC(=O)c2ccccc2Br)ccc2c(C)cc(=O)oc12,4%,7,.,-2%,0%,1%,3%,-18%,-5%,1%,-5
O=C(COC(=O)CNC(=O)c1ccccc1)NC1CCCC1,.,-3,2%,.,.,2%,0%,.,-31%,3%,-6
O=C(c1ccccc1F)N1CCN(S(=O)(=O)c2ccc3ccccc3c2)CC1,-7%,-9,-1%,10%[11.5 µM],-1%,-3%,-1%,1%,-11%,-7%,-2
COc1ccc(NS(=O)(=O)c2cccc(C(=O)NCC(c3ccc(OC)cc3)N3CCCC3)c2)cc1 (stereo not drawn),.,0,0%,.,.,-1%,6%,.,-15%,?,28

# Screening data as filed in PubChem BioAssay.
